LDHA inh = blocks human lactate dehydrogenase A | activity change, % (values are at about 110 or 230 µM) | P00338 | purified LDHA, NADH/diaphorase-resazurin fluorescence; active compounds read low | 480,000 compounds, 0.15% hits | AID 1347041; in the data active = activity change below about -30%; inconclusive = mostly about -25% to -30%;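 note: plate controls were DMSO wells for no effect and wells without enzyme for full effect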
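LDH5 2 nM; NADH 0.06 mM, pyruvate 0.2 mM; 200 mM Tris pH 7.4, EDTA, Tween-20; 5 min RT. Detection: diaphorase 0.133 mg/mL + resazurin 37 µM, fluorescence ex540/em590 at 0 and 20 min; normalized to enzyme-free and DMSO wells.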
RGS4 inhibitor = blocks human RGS4-accelerated GTP hydrolysis | P49798 | Transcreener GDP fluorescence polarization, RGS4-accelerated GTP hydrolysis | Potency, µM (highest dose often 114 µM), inactives show at the top dose activity change, negative = inhibition, hits mostly inhibitors | 390,000 compounds, 0.039% hits; note: potency is the fitted concentration of half-maximal effect; % is set by controls: 0 for no effect and ±100 for the full control effect; nearly all actives have a fitted effect of over 75% in size; some results filed as inactive show a strong effect at the top dose
Target sequence (P49798 whole entry, looked up): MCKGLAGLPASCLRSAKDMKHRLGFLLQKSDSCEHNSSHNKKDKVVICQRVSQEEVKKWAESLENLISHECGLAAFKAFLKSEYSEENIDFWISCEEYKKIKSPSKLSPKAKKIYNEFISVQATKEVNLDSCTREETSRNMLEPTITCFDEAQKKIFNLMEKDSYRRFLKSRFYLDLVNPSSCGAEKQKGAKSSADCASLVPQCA
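MLSMR compounds (23 nl, pin-transferred) preincubated 10 min at room temperature with a 500nM (2x) first reagent, then RGS4 at 900nM (2x) plus Transcreener GDP mix added; fluorescence polarization (620/688 nm) read before and after 90 min at 30 °C.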
USP1 inh = USP1/UAF1 (human) deubiquitinase inhibition | O94782 | recombinant USP1/UAF1, Ub-Rhodamine cleavage fluorescence | Potency, µM (titrated, usually from 57.1 µM), inactives show at the top dose activity change, negative = inhibition, hits mostly inhibitors | 390,000 compounds, 0.23% hits; note: potency is the fitted concentration of half-maximal effect; % is set by controls: 0 for no effect and ±100 for the full control effect; nearly all actives have a fitted effect of over 60% in size; inactives centre near -12
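USP1/UAF1 complex at 1 nM was preincubated with compound for 15 min at room temperature, then Ub-Rho substrate (150nM final) was added. Fluorescence (480/540 nm) was read kinetically, 6 reads every 60 seconds.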
TrxR1 substrate = is turned over as a substrate by rat TrxR1; O89049; purified TrxR1 substrate turnover, NADPH consumption readout; Potency, µM (series often up to 114 µM), without a hit: at the top dose activity change, negative = substrate turnover; 390,000 compounds, 0.01% hits; AID 588456; note: potency is the fitted concentration of half-maximal effect; % is set by controls: 0 for no effect and ±100 for the full control effect; nearly all actives have a fitted effect of over 50% in size
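Rat TrxR1, dispensed at 90 nM, was prereduced with 400 uM NADPH (final) for 5 min at ~22 deg C, then incubated with compound 15 min before 400 uM selenite. A first-read NADPH fluorescence drop versus no-compound background flagged substrates.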
Vif-APOBEC3G blk = blocks the Vif interaction with human APOBEC3G; AID 602310; HeLa A3G-eYFP + Vif (tagged APOBEC3G with the HIV-1 protein that degrades it), YFP fluorescence, overnight; 410,000 compounds, 0.076% hits; Potency, µM (doses to about 46.1 µM), inactives show at the highest dose activity, negative = active, usual class: inhibitors;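 note: potency is the fitted concentration of half-maximal effect; % is set by controls: 0 for no effect and ±100 for the full control effect; nearly all actives have a fitted effect of over 60% in size; hits raise eYFP signal because A3G escapes Vif-driven loss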
Target sequence (Q9HC16 whole entry, looked up): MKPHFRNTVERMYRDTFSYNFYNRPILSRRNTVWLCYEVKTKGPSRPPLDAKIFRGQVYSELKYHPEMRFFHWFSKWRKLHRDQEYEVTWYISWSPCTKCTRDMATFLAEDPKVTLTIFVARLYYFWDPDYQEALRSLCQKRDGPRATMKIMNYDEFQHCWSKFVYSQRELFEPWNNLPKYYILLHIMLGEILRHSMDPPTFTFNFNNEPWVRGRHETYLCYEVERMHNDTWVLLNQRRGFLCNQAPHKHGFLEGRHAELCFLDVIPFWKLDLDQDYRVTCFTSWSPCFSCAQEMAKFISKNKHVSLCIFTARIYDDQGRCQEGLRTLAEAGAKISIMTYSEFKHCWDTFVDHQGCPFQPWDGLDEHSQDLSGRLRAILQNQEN
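Read-out is eYFP fluorescence (Ex 488/Em 500-530) from Vif-expressing HeLa A3G-eYFP cells; more signal means A3G escaped Vif-mediated degradation. Cells plated overnight, compound pinned in, incubated overnight at 37 deg C.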
Glioma ERSR ind = ER stress response induction in glioma. Potency, µM, for inactives: top-dose activation, usual class: activators. U87-MG GRP78 promoter luciferase reporter, 16 h. 420,000 compounds, 0.02% hits; note: potency is the fitted concentration of half-maximal effect; series mostly up to about 76 µM; % of control where 0% means no effect; nearly all actives have a fitted effect of over 35% in size
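ERSR induction read as luciferase luminescence (Bright-Glo, 10 min at room temperature) in stably transfected human U87-MG glioma cells exposed to compounds for 16 h, using GRP78 as sensor.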
TrxR1 inh = blocks rat thioredoxin reductase 1; O89049; recombinant rTrxR1, NADPH fluorescence consumption, selenite substrate; Potency, µM (highest dose often 114 µM), for the others: top-dose activity change, negative = inhibition, hits mostly inhibitors; 390,000 compounds, 1% hits; AID 588453; note: potency is the fitted concentration of half-maximal effect; % is set by controls: 0 for no effect and ±100 for the full control effect; nearly all actives have a fitted effect of over 65% in size
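Rat TrxR1 (90 nM in the dispensed reagent) was pre-reduced with 400 uM NADPH for 5 min at room temperature, then incubated with compound for 15 min. After 400 uM selenite was added, NADPH fluorescence (Ex 340/Em 450 nm) was followed for 8 min.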
IDH1 R132H inh = blocks human mutant IDH1 R132H enzyme. Potency, µM (top dose mostly 76.6 µM), inactives show top-dose activity change, negative = inhibition, actives largely listed as inhibitors. 390,000 compounds, 0.093% hits. O75874. AID 602179. IDH1-R132H enzyme, NADPH consumption, diaphorase/resazurin fluorescence; note: potency is the fitted concentration of half-maximal effect; % is set by controls: 0 for no effect and ±100 for the full control effect; nearly all actives have a fitted effect of over 65% in size
Target sequence (O75874 whole entry R132H, stated change not applied): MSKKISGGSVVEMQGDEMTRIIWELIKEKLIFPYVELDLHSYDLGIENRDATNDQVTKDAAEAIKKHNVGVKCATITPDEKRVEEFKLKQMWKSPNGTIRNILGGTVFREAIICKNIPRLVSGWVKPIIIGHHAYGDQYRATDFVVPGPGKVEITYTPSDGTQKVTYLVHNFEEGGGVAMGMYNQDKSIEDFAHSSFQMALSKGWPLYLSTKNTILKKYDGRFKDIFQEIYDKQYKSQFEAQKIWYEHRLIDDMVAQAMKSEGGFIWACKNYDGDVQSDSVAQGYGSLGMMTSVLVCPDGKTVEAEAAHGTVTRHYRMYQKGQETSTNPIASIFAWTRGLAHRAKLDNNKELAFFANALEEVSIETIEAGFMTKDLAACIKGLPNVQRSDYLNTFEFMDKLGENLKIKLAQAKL
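IDH1-R132H (0.5 ug/mL) preincubated 30 min with compound, then NADPH (0.016 mM) and alpha-KG (2 mM) added; 80 min at RT, pH 7.5. Remaining NADPH coupled via diaphorase/resazurin to fluorescence (540/590 nm); concentration-response curves normalized to no-enzyme control.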
Vif-A3F inh = inhibitors of Vif-A3F interaction | 390,000 compounds, 0.2% hits | AID 602313 | HeLa A3F-eYFP + Vif (tagged APOBEC3F with the HIV-1 protein that degrades it), YFP fluorescence increase | Potency, µM (doses to about 46.1 µM), for the others: at the highest dose activity, negative = active; note: potency is the fitted concentration of half-maximal effect; % of control where 0% means no effect; nearly all actives have a fitted effect of over 65% in size
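HeLa cells stably expressing A3F-eYFP plus Vif, plated and incubated overnight at 37 deg C, then exposed to compounds overnight at 37 deg C. Blocked degradation read as raised yellow fluorescence (Ex 488/Em 500-530).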
* hit, by the source's call; ? = inconclusive; [ ] = another dose, or the depositor's remark. Unless noted, calls come from the whole dose curve; as a rule, active = well fitted curve in the direction sought with a large enough effect; inconclusive = small, poorly fitted or top-dose-only effect, or another doubt; inactive = no such curve, though single readings can be large; an effect the other way counts as inactive or inconclusive. Some of the compounds tested; count on the stated rates, not on these rows.

Field names – A = LDHA inh; B = RGS4 inhibitor; C = USP1 inh; D = TrxR1 substrate; E = Vif-APOBEC3G blk; F = Glioma ERSR ind; G = TrxR1 inh; H = IDH1 R132H inh; I = Vif-A3F inh
SMILES: CCOC(=O)CC(NS(=O)(=O)c1ccc(OC)c(OC)c1)c1cccc([N+](=O)[O-])c1 (stereo unspecified)
  A = -8; B = 15%; C = -14%; D = -8%; E = -3%; F = -3%; G = -7%; H = 1%; I = 0%

SMILES: COc1cccc(NC(=S)N(CCCN2CCOCC2)C(C)c2cc3cccc(OC)c3o2)c1 (stereo unspecified)
  A = -9; B = 19%; C = -10%; D = -2%; E = 2%; F = -2%; G = 15%; H = 0%; I = 5%

SMILES: O=C(N/N=C/c1ccoc1)c1ccccc1
  A = -11; B = -9%; C = -21%; D = -1%; E = -6%; F = -3%; G = 5%; H = -4%; I = -3%

SMILES: NC(=O)CN1CCOCCOCCN(CC(N)=O)CCOCC1
  A = 1; B = 12%; C = 8%; D = 5%; E = 1%; F = -4%; G = 6%; H = 0%; I = 2%

SMILES: COc1ccc(CNC(=O)CCc2c(C)nc3nc(CNC(=O)OC(C)(C)C)nn3c2C)cc1
  A = -3; B = 1%; C = -15%; D = 1%; E = 0%; F = -3%; G = 1%; H = 28%; I = 2%

SMILES: CC1CCCCC1NC(=O)COC(=O)c1ccc2ncsc2c1 (stereo unspecified)
  A = -6; B = 2%; C = -15%; D = 1%; E = 6%; F = 1%; G = 16%; H = -13%; I = 2%

SMILES: CC(C)N(Cc1cc2ccccc2[nH]c1=O)C(=O)c1cccnc1
  A = -3; B = 17%; C = -4%; D = -7%; E = 0%; F = -3%; G = -11%; H = 1%; I = -13%

SMILES: O=C(c1cc(-c2ccccc2)on1)N1CCN(Cc2ccc3c(c2)OCO3)CC1
  A = -2; B = 24%; C = -6%; D = -3%; E = 0%; F = -2%; G = 10%; H = -3%; I = -2%

SMILES: Cc1ccc(Nc2nc3ccccc3n3cnnc23)cc1C
  A = -13; B = -9%; C = -24%; D = 60%[activator]; E = -3%; F = -6%; G = 26%; H = 0%; I = 1%

SMILES: O=c1c(OC2OC(CO)C(O)C(O)C2O)c(-c2ccc(O)c(O)c2)oc2cc(O)cc(O)c12 (stereo unspecified)
  A = 14; B = -17%; C = ?; D = -13%; E = 1%; F = 4%; G = -3%; H = 4%; I = -5%

SMILES: COc1ccc(/C=C/c2nnc(NC(=O)C(C)C)s2)cc1
  A = -6; B = -18%; C = -1%; D = 25%[57.1 µM]; E = 0%; F = -3%; G = 25%; H = 3%; I = -6%

SMILES: Cc1nn(-c2ncc(C(F)(F)F)cc2Cl)c(=O)n1-c1c(F)cccc1F
  A = 0; B = -19%; C = -16%; D = 4%; E = 0%; F = 2%; G = 12%; H = -1%; I = 1%

SMILES: CC(C)c1ccc(/C=C/C(=O)NCCCc2ccccc2)cc1
  A = 3; B = -6%; C = 7%; D = 2%[11.4 µM]; E = -1%; F = 0%; G = 15%; H = -2%; I = -23%

SMILES: O=C(O)CC1S/C(=N\N=C/c2ccccc2O)N(c2ccc(O)cc2)C1=O (stereo unspecified)
  A = -7; B = -28%; C = -12%; D = -7%[57.1 µM]; E = 0%; F = -5%; G = -12%[57.1 µM]; H = -4%; I = 12%

SMILES: O=C(NCc1cccc(Cl)c1)c1ccncc1
  A = 0; B = 5%; C = ?; D = 1%; E = 2%; F = -4%; G = 10%; H = 2%; I = 1%

SMILES: CCc1ccc(NC(=O)c2ccnc(C(C)(C)C)c2)cc1
  A = -2; B = -20%; C = 3%; D = 1%; E = 2%; F = -4%; G = 27%; H = 0%; I = 0%

SMILES: CCOC(=O)C1CCN(S(=O)(=O)c2cc3c4c(c2)CC(=O)N4CCC3)CC1
  A = 9; B = -21%; C = -17%; D = -1%[57.1 µM]; E = 1%; F = -1%; G = 11%[57.1 µM]; H = 3%; I = -7%

SMILES: O=C(CNC(=O)c1ccccc1)OCCCOC(=O)CNC(=O)c1ccccc1
  A = -4; B = 2%; C = -5%; D = 7%; E = -2%; F = -2%; G = 13%; H = 7%; I = 6%

SMILES: COc1ccc(NC(=O)C2CCCN2C(=O)NC2CCCCC2)cc1OC (stereo unspecified)
  A = -1; B = 3%; C = -15%; D = 3%; E = 0%; F = -6%; G = 14%; H = 4%; I = -10%

SMILES: CCC(C(=O)Nc1cnccn1)c1ccccc1 (stereo unspecified)
  A = 2; B = 19%; C = 4%; D = -3%[57.1 µM]; E = 1%; F = -6%; G = -20%[57.1 µM]; H = -8%; I = -10%

SMILES: O=C(NC1CC(=O)N(c2cccc(F)c2)C1)c1ccc(S(=O)(=O)N2CCOCC2)cc1 (stereo unspecified)
  A = -10; B = -15%; C = ?; D = 0%[57.1 µM]; E = 1%; F = -1%; G = 10%[57.1 µM]; H = -6%; I = -1%

SMILES: Nc1ncc(S(=O)(=O)c2ccc([N+](=O)[O-])cc2)s1
  A = -7; B = -38%; C = -11%; D = -3%; E = -7%; F = -3%; G = -23%; H = -5%; I = -9%

SMILES: CN(c1ccc(C(=O)N2CCOCC2)cc1[N+](=O)[O-])C1CCCCC1
  A = -9; B = 20%; C = -6%; D = 4%; E = -2%; F = 6%; G = 19%; H = 7%; I = 1%

SMILES: CC1(C)Nc2ccccc2C(=O)N1c1ccc(Br)cc1
  A = 1; B = -4%; C = -19%; D = 49%[activator][57.1 µM]; E = -2%; F = -5%; G = 19%[57.1 µM]; H = 2%; I = -5%

SMILES: CCC(CO)Oc1cc(NC(=O)c2ccc(C)cc2)c2ncn(C(C)C)c2c1 (stereo unspecified)
  A = 8; B = -13%; C = -2%; D = 8%[57.1 µM]; E = 1%; F = -4%; G = 5%[57.1 µM]; H = 0%; I = 6%

SMILES: O=C(Nc1cccc2ccccc12)N(CCO)C1CCS(=O)(=O)C1 (stereo unspecified)
  A = 15; B = -21%; C = 5%; D = 7%[57.1 µM]; E = -7%; F = -3%; G = 0%[57.1 µM]; H = -3%; I = -9%

SMILES: CC1CN(Cc2ccccc2)C(=S)N(c2ccccc2)C1=O (stereo unspecified)
  A = -2; B = -12%; C = 6%; D = -1%; E = -5%; F = -1%; G = 3%; H = 1%; I = 7%

SMILES: COc1ccc(C(=O)Cc2ccc(F)cc2)c(OC)c1
  A = -2; B = 0%; C = -3%; D = -15%; E = 3%; F = 3%; G = -11%; H = 6%; I = -2%

SMILES: O=c1c2ccccc2sc2ccc(Cl)cc12
  A = -7; B = 1%; C = -10%; D = -8%; E = -1%; F = 7%; G = -9%; H = -5%; I = -5%

SMILES: COc1cccc(CNC(=O)C2CCCN(S(=O)(=O)c3c(C)noc3/C=C/N(C)C)C2)c1 (stereo unspecified)
  A = -1; B = 8%; C = -10%; D = -16%; E = 2%; F = -10%; G = 1%; H = -5%; I = 1%

SMILES: O=C(Nc1ccc(C2SCCS2)cc1)c1ccccc1
  A = -1; B = -13%; C = -11%; D = 6%; E = -4%; F = 2%; G = 17%; H = 2%; I = -12%

SMILES: O=C1CCC(=O)N1OCCOc1ccc2c(c1)CCC2
  A = 1; B = -11%; C = -23%; D = -9%[57.1 µM]; E = -2%; F = -1%; G = 8%[57.1 µM]; H = 5%; I = 7%

SMILES: CN(C)c1nc(N)nc(CSc2nnnn2-c2ccccc2)n1
  A = 0; B = 2%; C = -4%; D = 2%[57.1 µM]; E = -4%; F = -5%; G = 0%[57.1 µM]; H = 13%; I = -2%

SMILES: Cc1ccc([N+](=O)[O-])cc1NC(=O)CSc1nncn1-c1ccccn1
  A = -4; B = -9%; C = -12%; D = 3%; E = -2%; F = -4%; G = 6%; H = 13%; I = 5%

SMILES: Cc1nc2c(Cl)cccc2[nH]1
  A = -3; B = -17%; C = -15%; D = 1%; E = 3%; F = -2%; G = 4%; H = 9%; I = -1%

SMILES: COc1ccc2c(-c3ccccc3)cc(SCC(=O)N(C)C3CCS(=O)(=O)C3)nc2c1 (stereo unspecified)
  A = 1; B = ?; C = -19%; D = -2%; E = -8%; F = -2%; G = 20%; H = -2%; I = 3%

SMILES: FC(F)(F)c1ccc(C2[C@H]3CN(Cc4ccc(-c5ccccc5)cc4)[C@H](c4ccccc4)C34CC2(c2ccccc2)C4)cc1 (stereo partly specified)
  A = -5; B = 1%; C = ?; D = -7%; E = 0%; F = -2%; G = ?; H = -8%[38.3 µM]; I = -5%
